# JNK3 inh: inhibitors of human JNK3 kinase | inhibition, % at 8 µM | P53779 | purified JNK3 kinase activity, HTS | 60,000 tested, 0.61% active; in the data active = inhibition above about 17%;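 also: 0% = DMSO and 100% = reference inhibitor; many of its hits are not listed in these tables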
# CatS inh: inhibitors of human cathepsin S. inhibition, %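 (tested at 5 µM per compound within 10-compound mixtures)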. recombinant cathepsin S, AMC dipeptide fluorescence, pooled mixtures. 62,000 tested, 0.06% active. P25774; in the data active = inhibition above about 32%, passing the limit was not always enough;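 also: 0% = enzyme without compound and 100% = blank without enzyme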
# FXIIa inh mix: factor XIIa (human) inhibition, mixture screen; AID 684; purified FXIIa, fluorogenic substrate, pooled mixtures; 62,000 tested, 0.2% active; P00748; inhibition, % at 5 µM;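 also: 0% = enzyme without compound and 100% = no enzyme blank; some results filed as inactive read as strong as hits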
# Target sequence (P00748 20-372 limits assumed): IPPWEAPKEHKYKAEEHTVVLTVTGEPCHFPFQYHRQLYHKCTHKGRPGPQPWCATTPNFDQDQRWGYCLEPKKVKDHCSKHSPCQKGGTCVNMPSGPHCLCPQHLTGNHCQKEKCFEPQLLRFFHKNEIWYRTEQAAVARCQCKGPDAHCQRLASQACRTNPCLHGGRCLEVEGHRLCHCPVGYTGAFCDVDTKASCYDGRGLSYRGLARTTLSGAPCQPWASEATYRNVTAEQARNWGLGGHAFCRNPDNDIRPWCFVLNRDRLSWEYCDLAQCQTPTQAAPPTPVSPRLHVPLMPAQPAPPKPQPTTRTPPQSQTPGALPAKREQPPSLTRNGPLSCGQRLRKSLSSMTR
# Target sequence (P00748 373-615 limits assumed): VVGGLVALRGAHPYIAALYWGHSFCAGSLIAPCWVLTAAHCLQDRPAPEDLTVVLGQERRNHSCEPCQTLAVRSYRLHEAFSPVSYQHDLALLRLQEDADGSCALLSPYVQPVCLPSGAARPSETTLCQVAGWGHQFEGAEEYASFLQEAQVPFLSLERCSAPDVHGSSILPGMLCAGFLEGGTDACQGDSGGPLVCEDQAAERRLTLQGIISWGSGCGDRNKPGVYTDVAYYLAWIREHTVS
# PKA inh: blocks human protein kinase A activity; P17612; PKA Kemptide phosphorylation, Kinase-Glo ATP luminescence; inhibition, % at 6 µM; 65,000 tested, 0.1% active;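 active = inhibition above the screen-wide mean inhibition plus 3 SD, cut at about 21% in these data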; also: many of its hits are not listed in these tables
# FXIa mix inh: blocks human factor XIa in pooled compound mixtures | inhibition, % at 5 µM | 62,000 tested, 0.19% active | AID 680 | purified FXIa, fluorogenic substrate;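 also: each value is inhibition by a whole ten-compound pool holding the compound; 0% = enzyme with no mixture and 100% = wells lacking enzyme; strong numbers were not always called active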
# CatL block: blocks human cathepsin L protease activity | P07711 | AID 460 | 58,000 tested, 0.17% active | purified cathepsin L, fluorogenic substrate, fluorescence | inhibition, %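 (tested at 10 µM)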; in the data active = inhibition above about 45%;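 also: 0% = enzyme with no compound and 100% = no enzyme blank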
# Target sequence (P07711 114-288 limits assumed): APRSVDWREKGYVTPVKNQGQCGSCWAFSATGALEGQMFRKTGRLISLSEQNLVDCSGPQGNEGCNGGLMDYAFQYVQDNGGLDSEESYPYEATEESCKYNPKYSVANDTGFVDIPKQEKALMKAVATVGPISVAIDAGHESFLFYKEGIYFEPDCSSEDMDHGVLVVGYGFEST
# Target sequence (P07711 292-333 limits assumed): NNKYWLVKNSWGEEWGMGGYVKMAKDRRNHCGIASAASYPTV
# C1s inh: human complement C1s inhibition. purified C1s, fluorogenic AMC substrate, pooled mixtures. mean inhibition % of two 10-compound mixtures (stronger effect = higher value), % at 5 µM (by protocol). 62,000 tested, 0.16% active. P09871;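 active = inhibition above 20% in each of the two 10-compound mixture wells holding the compound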;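 also: 0% = enzyme wells lacking compound mixture and 100% = no-enzyme blank wells; some compounds called inactive have numbers as strong as hits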
# CatG inh: blocks human cathepsin G enzyme activity; P08311; purified enzyme, AMC-tetrapeptide fluorescence, pooled mixtures; inhibition, % at 5 µM (by protocol); 62,000 tested, 0.2% active; AID 581;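 active = inhibition above 20% in each of the two mixture wells holding the compound; inactive = inhibition of 20% or less in either well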;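 also: 0% = enzyme control without mixture and 100% = blank lacking enzyme; strong numbers were not always called active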
# ROCK2 blocker: ROCK2 (human) kinase inhibition; O75116; purified ROCK2, Kinase-Glo ATP depletion luminescence; inhibition, % at 6 µM; 60,000 tested, 0.35% active; AID 604;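 active = inhibition above the screen-wide mean inhibition plus 3 SD, cut at about 18% in these data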;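 also: plate controls were DMSO wells for no effect and Y-27632 control wells after no-enzyme background subtraction for full effect; many of its hits are not listed in these tables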
# Numbers without * were called inactive; . = no result given. Rule as the data show it, unless noted: active = inhibition above about 20% (passing the limit was not always enough); inactive = the rest. Rows were taken by chance; 1.5% or so of the library scored in one or more.
SMILES,JNK3 inh,CatS inh,FXIIa inh mix,PKA inh,FXIa mix inh,CatL block,C1s inh,CatG inh,ROCK2 blocker
Cc1ccc(C)c(N2CCN(CCCNC(=O)Cn3cc4c(n3)CCC(C)C4)CC2)c1 (centres undefined),5,6,11,-10,7,13,1,-1,-2
CC1(C)Cc2cccc(OCC(=O)N3CCN(S(=O)(=O)c4ccccc4F)CC3)c2O1,-3,-3,3,9,3,8,8,8,6
CCOC(=O)c1c(C)cccc1OCC(N)=O,4,.,.,0,.,3,.,.,-5
CC(=O)c1cccc(NC(=O)C2CCCC2)c1,.,14,2,.,7,0,-2,0,.
CCOC(=O)CSc1nnc2c(n1)C1(C)CCC2C1(C)C (centres undefined),-1,-2,2,4,1,-3,0,7,2
CCCCCC(=O)N1CCN(CCN=CC2=C(O)CC(c3ccc(OC)c(OC)c3)CC2=O)CC1 (centres undefined),-1,-4,0,5,9,-4,3,6,2
CCn1c(SCC(=O)NC(C)(C)C)nc(O)cc1=O,-1,2,5,3,-2,.,4,13,2
COCCCNC(=O)c1cccc(C(=O)NCCCOC)c1,0,0,-14,3,5,.,19,13,5
COC(=O)c1cc2occc2n1CC(=O)N(C)C1CCCCC1,-3,9,3,6,3,-4,-8,-3,0
CCN(CC)S(=O)(=O)c1ccc(OC(C)C)nc1,1,0,4,-2,9,-5,-8,0,2
Cc1cc(C)nc(SCC(=O)Nc2ccc(N3CCOCC3)cc2)n1,-7,-3,-15,1,5,5,-4,-2,3
COC(=O)Nc1cc(C)nc2ccccc12,0,-5,-18,2,3,-5,-4,-2,2
CCOc1ccc(OCC)c2sc(C)nc12,-4,-9,-6,6,8,8,14,18,4
O=S(=O)(c1ccc(N2CCCC2c2nc3ccccc3s2)nc1)N1CCOCC1 (centres undefined),-10,10,2,11,-2,-2,3,-1,6
COC(=O)COc1ccc(S(=O)(=O)Nc2ccc3c(c2)OCO3)cc1Cl,3,-20,-1,-1,-23,5,-17,-4,1
Cc1ccc(C(=O)OCC(=O)Nc2ccccc2)cc1NC(=O)c1ccco1,3,-4,7,15,6,9,1,7,6
COc1ccc(C2(C(=O)NCCCN(C)C)CCOCC2)cc1,-3,0,12,9,4,41,1,-3,7
COc1ccc(CN2CCN(C(=O)c3cccnc3)CC2)cc1Br,-4,-3,-15,8,4,2,6,45,2
C=CCn1c(SC(C)C(=O)NCc2ccc3c(c2)OCO3)nnc1C1CCCCC1 (centres undefined),1,4,1,6,5,.,-46,-9,5
COc1cccc(C(=O)NCc2n[nH]c(=S)n2-c2cccc(C)c2)c1,2,8,1,-1,3,-2,-4,1,0
O=C(Nc1nc(=O)c2ccccc2s1)c1ccccc1,-7,.,.,2,.,8,.,.,-10
O=C(Nc1cccnc1)c1ccc2snnc2c1,2,3,-6,7,2,-2,-43,-3,6
COc1ccc(NC(=O)CSc2nnc(-c3ccccn3)n2N)cc1,.,2,3,2,2,15,7,13,.
CCc1nnc(NC(=O)CSc2nnc(-c3cc4ccccc4cc3O)n2CCOC)s1,10,-5,-13,8,2,-13,12,10,5
COc1ccc(C(=O)NCC(C)CN(C)C)cc1 (centres undefined),-5,-9,9,5,2,10,-5,5,8
C=CCOC(=O)C(C#N)c1nc2ccccc2nc1N1CCN(c2ccccc2OC)CC1 (centres undefined),-10,18,-12,-6,9,15,15,7,-2
O=C(NCCN1CCN(c2cccc(Cl)c2)CC1)c1cccn2c(=O)c3ccccc3nc12,.,1,6,4,0,-7,-21,-14,.
CC(CN1CCN(C)CC1)OC(=O)c1ccccc1Cl (centres undefined),.,-9,-1,8,-2,.,-62,2,.
COc1ccc(OCCC(=O)NCc2ccccc2)cc1,5,-11,7,4,9,0,19,12,1
Cc1ccc(OCC(=O)N2CCCCCC2)c(C)c1,1,-4,3,3,-4,4,-21,5,4
O=C(CN1C(=O)c2ccccc2S1(=O)=O)NCCSC1CCCCC1,3,-5,15,-5,5,.,-5,5,0
COCCn1c(C)cc(C(=O)COc2nc3ccccc3nc2C)c1C,0,-1,-2,7,-5,.,-14,-3,3
O=C1CC(c2nc3ccccc3[nH]2)CN1c1cccc(C(F)(F)F)c1 (centres undefined),1,22,0,3,5,.,-7,-4,-9
CC1(C)CC(C)(O)P(=O)(c2ccccc2)O1 (centres undefined),-4,8,9,11,5,16,-12,-11,6
FC(F)(F)c1ccc(N2CCN(c3ncnc4c3nnn4Cc3ccccc3)CC2)nc1,-1,-3,5,-1,5,-7,18,11,-3
CCOC(=O)c1ccc(Oc2c(C)oc3c(CN4CCN(C)CC4)c(O)ccc3c2=O)cc1,7,29,-15,7,-5,-143,-59,-5,4
NC(=O)c1c(NC(NC(=O)c2ccco2)(C(F)(F)F)C(F)(F)F)sc2c1CCCC2,-7,6,-17,5,13,7,1,6,1
COC(=O)c1ccc(NC(=O)CCc2c(C)nc3ncnn3c2C)cc1,-5,-9,-1,-4,7,0,-10,6,-2
CCOC(=O)C(NC(=O)c1ccccc1)=C1C=C(C)OC(C)=C1,9,7,2,6,2,-2,-26,2,7
CC(C)n1cnc2cc(NCc3nc4ccccc4n3C)ccc21,-3,13,2,-2,1,-16,2,10,4
Cc1noc(C)c1COC(=O)CCc1ccc(S(=O)(=O)N2CCCCC2)cc1,0,-4,4,9,-4,9,-4,5,5
Cc1noc(C)c1COc1ccc(C(=O)OCc2nnc(-c3ccc(Cl)cc3)o2)cc1,1,-12,1,16,5,3,11,9,3
COc1ccc(N(CC(=O)NCc2cccc(OC)c2)S(=O)(=O)c2c(C)noc2C)cc1,4,3,-16,7,0,5,11,9,7
Cc1ccccc1-c1cc(-c2ccccc2O)n[nH]1,5,-1,2,6,-13,20,-33,6,16
O=C(CCC1CCCC1)N1CCC(N2CCN(c3ccccc3)CC2)CC1,-4,.,.,5,.,-4,.,.,2
Cc1csc2nc(CSc3nc4ccccc4o3)c(Br)n12,1,-3,11,12,7,-2,1,2,6
Cc1ccc(S(=O)(=O)NCC(=O)N2CCCCC2)cc1,12,-8,2,-5,7,3,-65,-6,-4
CCc1cccc(NC(=O)Cn2cc3c(n2)CCCC3)c1,1,6,12,-4,7,16,-40,-2,0
O=C(NCCOC(=O)c1ccc(Cl)c(S(=O)(=O)N2CCCCC2)c1)c1ccncc1,-2,12,11,4,7,-1,-8,-10,1
Cn1c(=O)c(C(=O)CN2CCCc3ccccc32)c(N)n(Cc2ccccc2)c1=O,0,20,2,8,1,14,-7,-6,5
CC1CCN(S(=O)(=O)c2ccc3ncn(CC(=O)N(C)Cc4ccccc4)c(=O)c3c2)CC1,3,2,3,-4,6,3,0,-1,1
CCN(CC)C(=O)COC(=O)c1ccc(O)cc1,.,13,5,.,3,5,-7,-5,.
CN1CCN(S(=O)(=O)c2cccc(S(=O)(=O)c3ccc(Cl)cc3)c2)CC1,4,-11,-3,7,0,-9,-9,7,1
COc1cc2[nH]c3c(N4CCN(c5ccccn5)CC4)ncnc3c2cc1OC,4,-1,3,11,4,-1,-2,1,6
COc1cc(NC(=O)c2cc(CC(C)C)on2)c(OC)cc1Cl,-1,2,10,3,4,6,6,-32,3
O=C(NCc1ccc(Cl)cc1Cl)c1ccccn1,6,1,-37,-3,3,3,13,10,4
O=C1c2ccccc2S(=O)(=O)N1CCOc1ccccc1,-4,13,-1,-3,9,.,5,3,1
Cc1cc(C)nc(SCc2nnc(SCC(=O)N3CCCc4ccccc43)o2)n1,-3,-5,5,6,1,.,-8,-14,2
O/N=C1/CCc2nonc2/C1=N/O,-5,3,9,7,-2,-5,-1,-1,2
Cc1ccc(NC(=O)c2ccc(OC(=O)c3ccco3)cc2)cc1,-12,-1,-2,1,4,6,-26,-3,-6
# More records follow:
SMILES,JNK3 inh,CatS inh,FXIIa inh mix,PKA inh,FXIa mix inh,CatL block,C1s inh,CatG inh,ROCK2 blocker
CCOC(=O)CSc1nc2ccccc2c(=O)[nH]1,2,2,4,8,-2,4,-2,12,4
CSCCC(NC(=O)c1ccccc1)c1nc(-c2ccccc2)no1 (centres undefined),-3,-2,11,8,7,6,11,8,2
Cc1cc(Nc2ccc(N3CCC(C)CC3)cc2)n2ncnc2n1,3,11,4,6,2,5,-35,-10,2
CCCOc1ccc2[nH]cc(C(=O)O)c(=O)c2c1,-4,-3,2,5,7,-8,17,8,-1
COc1nc(NCCc2ccc(OC)c(OC)c2)nc(NC(C)(C)CO)n1,5,-6,3,9,4,-3,5,10,4
CCOC(=O)c1cc(-c2nnc(SCC(=O)Nc3ccc(F)cc3)o2)c(C)nc1C,6,-7,1,5,-2,-8,-22,-12,-2
Cc1onc(-c2ccccc2Cl)c1C(=O)Nc1cccc(-c2cn3cccnc3n2)c1,.,5,6,-4,-1,-236,-27,5,.
COC(=O)c1ccccc1NC(=O)CSc1nc(O)cc(=O)n1C1CCCC1,-1,9,7,8,0,-1,-4,10,7
CC1(C)CC(N2CCC(=O)N(C3CC(C)(C)NC(C)(C)C3)C2)CC(C)(C)N1,4,0,15,5,6,.,-2,-1,1
FC(F)(F)c1nc(N2CCN(c3ccccc3)CC2)nc2c1CCCCC2,.,-6,-17,9,-1,5,-33,2,.
Cc1cc(C)n2nc(SCc3nc4ccccc4[nH]3)nc2n1,0,20,3,10,1,12,-12,-14,3
O=C(c1ccc(C(=O)N2CCOCC2)nc1)N1CCOCC1,-12,-5,2,7,3,.,1,-3,0
O=C(CCCCCn1c(=O)[nH]c2ccsc2c1=O)N1CCN(C2CCCCC2)CC1,7,22,-1,-7,4,.,15,11,1
Oc1ccccc1Oc1ncc(Br)c(N2CCOCC2)n1,11,-3,1,-4,11,6,1,-1,0
CCC(=O)N1c2ccc(S(=O)(=O)CCC(=O)N3CCn4c3nc3ccccc34)cc2CC1C (centres undefined),-2,2,0,11,4,12,12,10,5
COc1cc(C(=O)Nc2cccc(-c3nncn3C)c2)cc(OC)c1OC,7,16,4,0,7,4,-11,3,0
CC(=O)Nc1c(I)c(NC(C)=O)c(I)c(C(=O)O)c1I,3,10,7,1,5,1,-6,-4,5
COc1cccc(-n2c(SCC(N)=O)nnc2-c2c[nH]c3ccccc23)c1,-2,8,-20,-1,1,.,-59,-11,2
O=c1/c(=C\c2ccc3c(c2)OCO3)sc2n1CCCN=2,-7,7,-22,-2,13,.,-1,0,-4
Cc1ccc(N2CN=c3s/c(=C\c4ccccn4)c(=O)n3C2)cc1,-1,-5,-12,11,7,4,25,-4,4
CCCc1nc(N)c(C#N)c(N)c1C#N,1,4,-2,14,2,7,13,11,11
Cc1ccc(C)c(OCC(=O)Nc2nonc2NC(=O)COc2cc(C)ccc2C)c1,-1,-24,5,-1,4,-9,-165,-13,-4
CCC(=O)Nc1nc(C)c(C(=O)N2CCCCC2)s1,2,-1,6,7,-1,6,6,14,8
CC(C)=CCC(C)(C)CNC(=O)NC1CCCCC1,-2,.,.,4,.,14,.,.,7
O=C(C1CC1)N1CCc2cc(S(=O)(=O)NC3CCN(Cc4ccccc4)CC3)ccc21,-8,5,16,3,0,14,4,9,3
NCC(O)COc1ccc2c(c1)OCO2 (centres undefined),2,14,-16,-2,2,0,-8,-4,1
O=C1N(S(=O)(=O)c2ccccc2F)C(=O)C2(CCCC2)N1S(=O)(=O)c1ccccc1F,0,10,4,-4,2,20,-11,7,1
